Assay outcomes from PubChem BioAssay.
bIAP inh – blocks bovine intestinal alkaline phosphatase activity; purified bovine IAP, CDP-star luminescence, 30 min; inhibition, % at 20 µM; 190,000 tested, under 10 active;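 active = over 50% inhibition of intestinal alkaline phosphatase at 20 µM in the single-dose screen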
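System: purified bovine intestinal alkaline phosphatase (IAP) enzyme; Input: IAP diluted 1/65,000,000 in the well; Measured by: CDP-star luminescence signal; Compound dosing: 20 µM single dose; Incubation: 30 min reaction at room temperature.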
PPARg SRC3 recr – PPARgamma-driven SRC-3 recruitment agonism; 200,000 compounds, 0.26% hits; activation, % at 8 µM; biochemical PPARgamma/SRC-3 coactivator recruitment assay; in the data active = activation above about 23%;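 also: 0% = DMSO and 100% = reference agonist; some compounds past the cut are filed as inactive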
Target sequence (P37231 whole entry, looked up): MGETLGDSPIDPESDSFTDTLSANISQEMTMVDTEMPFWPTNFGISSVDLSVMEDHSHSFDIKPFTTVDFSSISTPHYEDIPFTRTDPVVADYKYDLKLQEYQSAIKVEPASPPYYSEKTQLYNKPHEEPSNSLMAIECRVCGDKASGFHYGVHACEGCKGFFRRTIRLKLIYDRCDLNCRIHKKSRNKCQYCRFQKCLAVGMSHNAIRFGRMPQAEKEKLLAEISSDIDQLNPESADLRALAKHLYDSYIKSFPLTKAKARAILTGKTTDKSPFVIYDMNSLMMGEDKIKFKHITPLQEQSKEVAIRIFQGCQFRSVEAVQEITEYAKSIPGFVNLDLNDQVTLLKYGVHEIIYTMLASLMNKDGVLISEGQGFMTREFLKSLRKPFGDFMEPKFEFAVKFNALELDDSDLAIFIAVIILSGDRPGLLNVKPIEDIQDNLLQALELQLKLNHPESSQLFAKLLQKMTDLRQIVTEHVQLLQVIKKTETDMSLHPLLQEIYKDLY
ROMK mod – modulators of human ROMK potassium channel; B-score at 10 µM; 130,000 compounds, 2% hits; Tet-inducible ROMK, thallium flux fluorescence; actives lie on both sides; P48048;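 active = signal ratio slope over the read window, or its plate-corrected B-score, at least 3 SD from the plate mean, either direction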;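 also: B-score of the F/F0 ratio slope over 7 to 12 s after thallium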
PPARg SRC-2 ag – agonists of SRC-2 recruitment by human PPARgamma. PPARgamma LBD-SRC-2 recruitment, biochemical. 200,000 compounds, 0.34% hits. P37231. activation, % at 8 µM. AID 1032; in the data active = activation above about 22%;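 also: 0% = vehicle and 100% = reference agonist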
TNAP act hi DEA – increases human TNAP activity under high phosphate acceptor concentration; purified TNAP, CDP-star luminescence, 1 M DEA, 30 min; stronger effect = higher value; 0 = EDTA background, 1 = DMSO-only activity; activation factor at 20 µM; 200,000 tested, under 10 active;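 active = activation factor at least 2 at 20 µM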
Target sequence (P05186 whole entry, looked up): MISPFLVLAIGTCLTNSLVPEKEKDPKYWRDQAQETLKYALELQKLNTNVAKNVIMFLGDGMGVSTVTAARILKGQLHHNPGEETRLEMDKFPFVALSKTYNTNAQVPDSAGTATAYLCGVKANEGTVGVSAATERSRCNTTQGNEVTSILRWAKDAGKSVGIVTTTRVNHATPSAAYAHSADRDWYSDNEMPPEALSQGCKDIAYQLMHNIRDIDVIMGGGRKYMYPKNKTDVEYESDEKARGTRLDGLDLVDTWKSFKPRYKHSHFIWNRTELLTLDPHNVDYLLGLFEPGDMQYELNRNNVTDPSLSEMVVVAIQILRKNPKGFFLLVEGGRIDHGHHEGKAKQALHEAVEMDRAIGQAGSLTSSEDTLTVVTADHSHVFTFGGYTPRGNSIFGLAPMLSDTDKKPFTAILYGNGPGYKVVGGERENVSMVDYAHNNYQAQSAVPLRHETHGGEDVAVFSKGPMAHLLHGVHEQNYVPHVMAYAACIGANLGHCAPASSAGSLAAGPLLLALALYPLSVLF
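system = human TNAP | amount = enzyme diluted 1/800 final | reagent = 100 µM CDP-star substrate | signal = luminescent substrate turnover signal | dosing = one dose, 20 µM | benchmarks = EDTA negative control, DMSO positive control | measure = activation factor | timing = 30 min reaction, room temperature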
STAT1 blocker – reduces IFN-gamma driven STAT1 reporter signal. AID 920. NIH 3T3 STAT1-luciferase reporter, luminescence. inhibition, % at 5.5 µM. 200,000 compounds, 0.35% hits;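 active = inhibition above a set limit, the mean inhibition across all tested compounds plus 3 SD, cut at about 34% in these data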;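 also: 0% = IFN-gamma with DMSO and 100% = IFN-gamma with 300 µM nifuroxazide; values of inactives mirror those of a sister screen read the other way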
TR-FRET SRC-2 ct – flags TR-FRET format artefacts in PPARgamma SRC-2 recruitment agonist screen; AID 1049; 200,000 compounds, 0.4% hits; TR-FRET ratio at 8 µM; TR-FRET artefact counter-screen; stronger effect = higher value; in the data active = TR-FRET ratio above about 2000; also: inactives centre near 1500
STAT3 inh – inhibitors of IL-6 induced STAT3 signaling. U3A cells, IL-6 STAT3-luciferase reporter, luminescence; host cell line lacks STAT1. inhibition, % at 5.5 µM. 190,000 compounds, 0.89% hits. AID 862;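 active = inhibition above the mean inhibition across all screened compounds plus 3 SD, cut at about 44% in these data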;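 also: 0% = DMSO only wells and 100% = 100 µM nifuroxazide control wells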
STAT3 activator – activators of IL-6 induced STAT3 signaling; U3A cells, IL-6 STAT3-luciferase reporter, luminescence; 100% = signal with IL-6 EC80 alone; activation (% of control), % at 5.6 µM; AID 871; 190,000 compounds, 0.91% hits;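 active = activation above the screen-wide mean of compound activation plus 3 SD, cut at about 130% in these data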;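 also: 0% = background luminescence of wells with medium and substrate only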
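Detection: reporter luminescence signal / Assay system: STAT1-lacking human U3A cells, STAT3 luciferase reporter / Incubation: compound pre-incubation 1 h before IL-6, then 6 h stimulation at 37 °C / Control set: IL-6-only high control / Read-out: % activation relative to IL-6 control / Probe or stimulus: Interleukin-6, 33 ng/mL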
bIAP activator – intestinal alkaline phosphatase (bovine) activation | purified bovine IAP, CDP-star luminescence, 30 min; stronger effect = higher value; fold of DMSO-control signal, blank-subtracted | activation factor at 20 µM | 200,000 compounds, 0.17% hits | AID 1016;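 active = activation factor of 2 or more at 20 µM, a signal rise over negative controls twice the positive control's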
PPARg SRC1 recr – PPARgamma-driven SRC-1 recruitment agonism; P37231; PPARgamma-SRC-1 coactivator recruitment biochemical assay; activation, % at 8 µM; 200,000 compounds, 0.41% hits; AID 631; in the data active = activation above about 19%;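 also: 0% = DMSO and 100% = reference agonist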
Active calls of the source: *; nt = not tested or not shown.

SMILES	bIAP inh	PPARg SRC3 recr	ROMK mod	PPARg SRC-2 ag	TNAP act hi DEA	STAT1 blocker	TR-FRET SRC-2 ct	STAT3 inh	STAT3 activator	bIAP activator	PPARg SRC1 recr
Cc1ccc(C)c(NC(=S)N2CCCCCC2)c1	2	2	nt	1	1	-3	1505	-6	109	1	3
O=C(Oc1ccccc1Cl)c1ccccc1P(=O)(O)O	8	3	0.2	5	1	0	1492	4	101	0.9	3
Cc1csc(NC(=O)c2cc(=O)[nH]c3ccc(S(=O)(=O)N4CCOCC4)cc23)n1	1	5	0.5	10	1	-6	1515	-7	107	1	-6
O=C1CSC(c2ccccc2[N+](=O)[O-])N1CCc1ccccc1 (centres undefined)	-2	-4	0.45	-11	1	-2	1383	-16	127	1	-8
O=c1c2ccccc2nnn1CCN1CCOCC1	10	6	0.4	8	1.1	-16	1646	10	96	0.9	8
Cc1ccc2cc(C#N)c(SCC(=O)NCC3CCCO3)nc2c1 (centres undefined)	-5	3	nt	17	1	10	1793	13	94	1	-1
Cc1cnc(C(=O)OCC(=O)Nc2cc(Cl)cc(Cl)c2)cn1	3	9	nt	8	1.1	4	1612	-4	107	1	5
Nc1[nH]ncc1-c1ccccc1	9	-5	-0.38	-2	1	-12	1375	-4	104	0.9	-6
CC(C)(C)n1ncc2c(=O)n(CC(=O)NCCc3ccccc3)cnc21	1	14	nt	-1	1	7	1448	-4	105	1	5
CC(C)C[C@H](NC(=O)c1[nH]cnc1C(=O)N[C@H](C)c1ccccc1)C(=O)OCc1ccccc1	-3	2	nt	0	1	7	1510	nt	nt	1	13
CCN(CC)CCCNC(=O)c1nn(-c2ccc(OC)cc2OC)c(=O)c2ccccc12	3	0	nt	-4	1.1	8	1496	-5	108	1	-4
COCCNC(=O)c1ccc2c(=O)n(CCCN3CCCC3=O)c(=S)[nH]c2c1	16	0	0.86	-3	1	11	1648	10	96	0.8	-11
CCC1CCCCN1C(=O)Cn1c(=O)n(CCC(=O)NCc2ccco2)c(=O)c2sccc21 (centres undefined)	10	-1	nt	-1	1	-1	1607	2	103	0.9	-5
COc1ccccc1OCc1ccc(C(=O)NN)cc1	7	-4	0.57	0	1.1	-3	1414	-9	105	0.9	3
Cc1cc(C)c(C)c(S(=O)(=O)N2CCN(CC(=O)c3c(N)n(Cc4ccccc4)c(=O)n(C)c3=O)CC2)c1C	-6	4	2.3	1	1.1	5	1586	3	96	1.1	8

Arranged by molecular weight (low to high): part of the list above
SMILES	bIAP inh	PPARg SRC3 recr	ROMK mod	PPARg SRC-2 ag	TNAP act hi DEA	STAT1 blocker	TR-FRET SRC-2 ct	STAT3 inh	STAT3 activator	bIAP activator	PPARg SRC1 recr
Nc1[nH]ncc1-c1ccccc1	9	-5	-0.38	-2	1	-12	1375	-4	104	0.9	-6
O=c1c2ccccc2nnn1CCN1CCOCC1	10	6	0.4	8	1.1	-16	1646	10	96	0.9	8
COc1ccccc1OCc1ccc(C(=O)NN)cc1	7	-4	0.57	0	1.1	-3	1414	-9	105	0.9	3
O=C(Oc1ccccc1Cl)c1ccccc1P(=O)(O)O	8	3	0.2	5	1	0	1492	4	101	0.9	3
O=C1CSC(c2ccccc2[N+](=O)[O-])N1CCc1ccccc1 (centres undefined)	-2	-4	0.45	-11	1	-2	1383	-16	127	1	-8
Cc1cnc(C(=O)OCC(=O)Nc2cc(Cl)cc(Cl)c2)cn1	3	9	nt	8	1.1	4	1612	-4	107	1	5
Cc1ccc2cc(C#N)c(SCC(=O)NCC3CCCO3)nc2c1 (centres undefined)	-5	3	nt	17	1	10	1793	13	94	1	-1
COCCNC(=O)c1ccc2c(=O)n(CCCN3CCCC3=O)c(=S)[nH]c2c1	16	0	0.86	-3	1	11	1648	10	96	0.8	-11
Cc1csc(NC(=O)c2cc(=O)[nH]c3ccc(S(=O)(=O)N4CCOCC4)cc23)n1	1	5	0.5	10	1	-6	1515	-7	107	1	-6
CCN(CC)CCCNC(=O)c1nn(-c2ccc(OC)cc2OC)c(=O)c2ccccc12	3	0	nt	-4	1.1	8	1496	-5	108	1	-4
CCC1CCCCN1C(=O)Cn1c(=O)n(CCC(=O)NCc2ccco2)c(=O)c2sccc21 (centres undefined)	10	-1	nt	-1	1	-1	1607	2	103	0.9	-5
Cc1cc(C)c(C)c(S(=O)(=O)N2CCN(CC(=O)c3c(N)n(Cc4ccccc4)c(=O)n(C)c3=O)CC2)c1C	-6	4	2.3	1	1.1	5	1586	3	96	1.1	8

More entries follow:
SMILES	bIAP inh	PPARg SRC3 recr	ROMK mod	PPARg SRC-2 ag	TNAP act hi DEA	STAT1 blocker	TR-FRET SRC-2 ct	STAT3 inh	STAT3 activator	bIAP activator	PPARg SRC1 recr
Cc1ccccc1OCC(=O)NC(=S)Nc1ccc(N2CCOCC2)c(Cl)c1	2	2	nt	-2	1	-2	1434	17	94	1	0
O=C(COC(=O)CCSc1ccccc1Cl)Nc1ccc(F)cc1F	10	3	nt	2	1	-5	1372	-8	103	0.9	-5
COc1ccccc1C1C2=C(N=C3SCC(=O)N31)c1ccccc1CC2 (centres undefined)	1	1	nt	-7	1	-2	1448	12	97	1	3
O=C1CC(c2ccsc2)c2cc3c(cc2N1)OCCO3 (centres undefined)	15	7	nt	-2	1	-4	1645	-1	101	0.8	12
CC1=CC(=O)C(C(C)C)=C/C1=N/OC(=O)c1cccc([N+](=O)[O-])c1	16	4	-0.074	8	0.9	5	1409	1	104	0.8	3
CC1C(=O)CCCCCCCCCC2C1(N1CCOCC1)CS2(=O)=O (centres undefined)	13	1	-0.34	2	1	1	1400	-4	107	0.9	-9
COc1cccc(OCCOCCNCCO)c1	-2	11	-0.6	7	1	-1	1448	2	99	1	3
C=CCOc1ccc(CNCCO)cc1OCC	-5	1	-0.18	7	1	1	1745	-8	104	1	2
CCC(C)NC(=O)CSc1nnc(-c2cc(-c3ccc(C)cc3)nc3ccccc23)n1N (centres undefined)	5	11	-0.34	5	1	-4	1636	3	104	0.9	6
CCc1cc2cc(C)ccc2nc1SCC(=O)N1CCN(C(=O)c2ccco2)CC1	-2	6	nt	5	1.1	2	1624	8	100	1	-4
CCOC(=O)C1(C)/C(=N/Nc2ccc(S(N)(=O)=O)cc2)C(=O)C(=O)N1c1ccccc1 (centres undefined)	19	1	0.33	-4	0.6	-2	1551	1	100	0.8	1
CC1(C)Cc2c(sc3nc4n(c(=O)c23)CCC4)CO1	9	-8	-0.016	4	1	6	1468	9	98	0.9	-5
Cc1ccc(N2C(=O)[C@@H]3[C@H](C2=O)C2CCCN2[C@@H]3C(=O)c2ccccc2)cc1 (some centres undefined)	-9	-7	-0.32	-4	1.1	13	1460	7	99	1.1	-4
COc1cc(NC(=O)c2c3c(nc4ccccc24)CCC3)cc(OC)c1	4	4	nt	2	1	0	1552	0	108	1	8
O=C(COc1ccc2c(c1)CCC2)N1CCN(c2cccc(C(F)(F)F)c2)CC1	12	4	nt	-10	1	-5	1571	-12	113	0.9	5
CN=CC1=C(O)CC(C)(C)CC1=O	5	2	nt	10	1.1	0	1585	10	99	1	-4
CCC(C)(C)NC(=O)Cc1ccc(C)cc1	2	13	0.52	7	1.1	14	1653	-3	106	1	-1
COc1ccc(P(=O)(COc2ccc([N+](=O)[O-])cc2)c2ccc(OC)cc2)cc1	26	-2	0.08	6	1	-12	1526	3	101	0.7	-5
Cc1sc2nc3ccc(N4CCCC4)nn3c(=O)c2c1C	-11	9	nt	14	1	-19	1619	nt	nt	1.1	5
COc1cccc(CN2CCN(Cc3nc4c(s3)CCCC4)CC2CCO)c1 (centres undefined)	-8	1	-0.42	1	1	5	1500	5	100	1.1	5
COc1cccc2sc(Nc3nc(-c4ccncc4)cs3)nc12	-23	3	1	0	1	-22	1641	-4	109	1.2	10
Cc1ccc(C(=O)CSc2nc(C)cc(SCc3nnc(-c4ccccc4)o3)n2)cc1	15	-10	-0.3	-7	1	5	1346	8	96	0.9	0
COc1cc(C)c(C(=O)Oc2cc(C)c(C(=O)O)c(O)c2C)c(OC)c1C	4	-1	nt	3	1	-1	1514	nt	nt	1	1
CC(C)(C#N)N([O-])C=C[N+](=O)C(C)(C)C#N	6	-4	0.47	4	1	-4	1707	-2	106	0.9	2
CCC1CCCCN1C(=O)COC(=O)c1cc(Br)ccc1Cl (centres undefined)	12	-2	-1.9	-6	1.1	10	1481	11	94	0.9	0
O=C(O)c1ccc(COc2ccccc2C=C2C(=O)c3ccccc3C2=O)cc1	20	-4	-0.021	-5	0.9	-9	1394	-14	116	0.8	0
CCO[C@H]1OC(C(=O)O)=C[C@@H](C2CC2)[C@@H]1CCCO	3	-1	nt	5	1.1	-2	1441	nt	nt	1	3
Nc1cccc(S(=O)(=O)NC2=NCCC2)c1	5	-11	nt	5	1	17	1385	4	103	0.9	0
Cc1ccc(NC(=S)NC(NC(=O)C(C)(C)C)C(Cl)(Cl)Cl)c(C)c1 (centres undefined)	-9	5	nt	2	1	3	1579	13	99	1.1	3
COC(=O)c1c(NC(=O)CN2CCC(C)CC2)c2c(C)cccc2n1C	0	-7	-1.5	0	1	2	1528	-3	105	1	6
O=C1c2ccsc2SCCN1Cc1ccccc1	11	-3	0.14	0	1.1	-3	1603	17	94	0.9	3
CCc1ccc(NC(=O)CNS(=O)(=O)c2c(C)noc2C)cc1	-8	0	-0.0027	13	1	3	1733	0	102	1.1	2
CN1/C(=C\C(=O)COC(=O)CN2C(=O)C3CC=CCC3C2=O)C(C)(C)c2ccccc21 (centres undefined)	1	11	nt	5	1	10	1608	12	93	1	5
Cn1nnnc1SCCNCc1ccccc1OCc1ccccc1	6	-2	-0.67	1	1	-3	1497	6	95	0.9	-1
CCOc1ccc(NC(=O)c2ccccc2NS(C)(=O)=O)cc1	6	6	0.72	1	1	-7	1576	-5	110	0.9	-2
CC1=CCC2C(=O)N(C(C)c3ccccc3)C(=O)C2C1 (centres undefined)	12	-6	-0.2	7	1	2	1650	11	96	0.9	4
COc1ccc(-c2[nH]ncc2CNC(C)c2cn(C)nc2C)c(F)c1 (centres undefined)	-9	2	-0.19	1	1.1	-5	1620	3	98	1.1	1
